ERp5 inh: blocks human ERp5 reductase activity on insulin | inhibition, % at 9.99 µM | ERp5 insulin aggregation, absorbance 650 nm, 90 min | Q15084 | actives 0.05% (n = 350,000);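 active = mean replicate inhibition above about 25%, with every replicate also reaching it, limit read from the data, passing the limit was not always enough; inconclusive = only one of those two criteria met; inactive = neither criterion met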
ERAP1 inh: ERAP1 (human) enzyme inhibition. Q9NZ08. actives 0.15% (n = 340,000). inhibition, % at 10.7 µM. AID 652197. recombinant ERAP1, Leu-AMC fluorescence, 60 min;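 active = mean replicate inhibition of at least 30%, or all replicates individually reaching that 30% level; inactive = mean below 30% and not every replicate reaching it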;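 note: 0% = neutral control wells and 100% = L-leucinethiol positive control wells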
RAD52 anneal inh: RAD52 (human) annealing inhibition; inhibition, % at 18.7 µM; recombinant RAD52 DNA annealing, FRET fluorescence; P43351; AID 651710; actives 0.46% (n = 360,000);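 active = every replicate showing at least 50% inhibition; inconclusive = mean inhibition at least 50% but not in every replicate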
S100A4 inh HTS: inhibitors of human S100A4 binding to myosin IIA peptide. P26447. S100A4/TAMRA-MyoIIA peptide fluorescence polarization. inhibition, % at 10.7 µM. actives 0.14% (n = 360,000). AID 652163;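 active = mean inhibition of at least 70% across replicates, with every replicate also reaching that level; inconclusive = mean inhibition reaches 70% but some replicates fall short; inactive = mean inhibition below 70%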
Target sequence (P26447 whole entry, looked up): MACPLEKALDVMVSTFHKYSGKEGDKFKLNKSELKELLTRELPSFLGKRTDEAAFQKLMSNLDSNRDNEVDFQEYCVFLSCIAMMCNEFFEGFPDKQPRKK
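System – human S100A4 monomer protein, biochemical binding assay · Buffer or medium – Calcium-containing HEPES buffer, pH 7.2 · Timing – 5 min between mix addition and reading · Also added – TAMRA-labelled myosin IIA heavy-chain peptide probe, 5 nM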
E-sel inducer: E-selectin induction on HUVECs; P16581; HUVEC E-selectin immunofluorescence imaging; normalized: neutral wells 0, TNF-alpha wells 100; activation, % at 7.58 µM; actives 0.37% (n = 260,000); AID 686992;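 active = mean E-selectin-positive cell signal at least 10% of the positive control, reached in at least 60% of replicates, without over 20% cell loss; inconclusive = no rule given, readout overlaps actives, possibly toxicity-flagged; inactive = the rest, including those meeting only one limit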;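 note: in these data hits start at about 27%; measured in HUVEC primary endothelial cells; signal is the percent of cells scored E-selectin positive by PE staining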
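Test system: HUVEC; input: 3,000 HUVEC/well; measured by: immunofluorescence imaging; read-out: % PE-positive cells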
RAD54 inh: blocks human RAD54 Holliday junction branch migration. Q92698. FAM/BHQ fluorescence. inhibition, % at 10.4 µM. actives 0.14% (n = 360,000);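 active = mean normalized replicate activity at least 40 and at least half of replicates scoring 40 or more; inconclusive = only one of the two criteria met; inactive = mean below 40 and under half of replicates reaching 40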;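 note: 0% = median of neutral control wells and 100% = median of positive control wells; inhibitors cause a drop in the FAM fluorescence signal; in these data hits start at about 50%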
Target sequence (Q92698 whole entry, looked up): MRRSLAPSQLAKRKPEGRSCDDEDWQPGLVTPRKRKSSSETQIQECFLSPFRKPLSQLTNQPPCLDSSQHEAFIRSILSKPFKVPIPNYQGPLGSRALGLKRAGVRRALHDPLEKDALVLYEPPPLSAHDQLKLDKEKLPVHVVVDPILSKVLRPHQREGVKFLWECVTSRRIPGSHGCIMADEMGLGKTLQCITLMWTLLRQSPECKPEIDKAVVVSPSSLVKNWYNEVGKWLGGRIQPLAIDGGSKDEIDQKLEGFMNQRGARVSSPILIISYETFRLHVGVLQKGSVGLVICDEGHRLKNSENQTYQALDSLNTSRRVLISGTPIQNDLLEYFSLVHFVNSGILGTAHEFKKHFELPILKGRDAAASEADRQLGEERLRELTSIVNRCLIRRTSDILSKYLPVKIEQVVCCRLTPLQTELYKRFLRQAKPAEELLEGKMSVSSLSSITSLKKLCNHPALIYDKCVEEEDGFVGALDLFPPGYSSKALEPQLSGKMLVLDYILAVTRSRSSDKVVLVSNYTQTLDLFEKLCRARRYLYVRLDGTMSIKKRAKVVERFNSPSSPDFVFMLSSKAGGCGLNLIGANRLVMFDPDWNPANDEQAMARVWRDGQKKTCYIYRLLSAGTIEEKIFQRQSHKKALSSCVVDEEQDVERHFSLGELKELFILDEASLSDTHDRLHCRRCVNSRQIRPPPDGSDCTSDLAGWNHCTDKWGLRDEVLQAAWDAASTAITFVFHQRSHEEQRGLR
XiGFP reactiv: reactivates the inactive X chromosome in mouse fibroblasts. actives 0.055% (n = 360,000). XiGFP mouse fibroblasts, % GFP-positive cells imaging, 3 d; cells co-treated with 5-aza-dC sensitizer; scaled so ellipticine positive control = 100%. activation, % at 7.58 µM;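 active = mean normalized replicate activation at least 10% and every replicate at or above 10%; inconclusive = only one of the two criteria met; inactive = mean below 10% and not all replicates reach 10%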;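 note: 0% = median of on-plate neutral control wells and 100% = ellipticine 6 µM median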
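material = 68-5-11 XiGFP fibroblast line | medium = DMEM plus 5-aza-dC sensitizer | schedule = 3 days compound exposure | benchmarks = positive control ellipticine, 6 µM final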
esBAF inh: SWI/SNF esBAF complex inhibition. reporter increase, % at 12.5 µM. mouse ES cells, Bmi1-luciferase knock-in reporter, 24 h; 100% = twice the neutral-well signal. actives 2% (n = 350,000). AID 602393; in the data active = activation above about 40%; inconclusive = no clear call, values can overlap the other calls;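 note: 0% = median of the plate's neutral control wells and 100% = double that signal; a rise in the Bmi1 reporter signal indicates esBAF inhibition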
Starred values were filed as active, the others as inactive; ? = inconclusive; . = no result given; & = joins results of further samples.

SMILES | ERp5 inh | ERAP1 inh | RAD52 anneal inh | S100A4 inh HTS | E-sel inducer | RAD54 inh | XiGFP reactiv | esBAF inh
Cc1nc(-c2nc(-c3c(C(=O)NNC(=O)Nc4cccc(Cl)c4)noc3C)cs2)cs1 | 2 | 1 | -6 | -2 | 0.2 | 8 | 2.7 | 2
CC1CCCCC1Nc1ncnc2sccc12 (configuration not stated) | 8 | 1 | -7 | 4 | -0.1 | 0 | 0.1 | -1
C#CCOCCOCCOCCNc1nc(N2CCOCC2)nc(N2CCN(C(=O)[C@H]([C@@H](C)CC)n3cc(CCCN=C(N)N)nn3)CC2)n1 | 4 | . | 15 | -2 | 0.0 | -9 | -0.1 | -3
C[C@H](CO)N1C[C@H](C)[C@H](CN(C)C(=O)Nc2ccccc2)OCCCC[C@H](C)Oc2ccc(NC(=O)CCC(F)(F)F)cc2C1=O | -1 | 2 | -25 | -12 | . | 2 | -0.1 | -5
COc1ccc(S(=O)(=O)N(C)C[C@H]2Oc3ccc(NC(=O)CCC(F)(F)F)cc3C(=O)N([C@H](C)CO)C[C@@H]2C)cc1 | 9&-2 | 2&8 | -3&-5 | -6&5 | ? | 0&-6 | 0.0&0.1 | 4&-5
CC(=O)c1cccc(NC(=O)CNC(=O)Cc2ccccc2)c1 | 3 | -3 | -24 | 2 | 0.3 | -5 | 0.0 | -5
COc1ccc(Cl)cc1NC(=O)c1cc(-c2ccccc2)on1 | -7 | 1 | 3 | -17 | . | -3 | 0.0 | -10
Cn1cnc(S(=O)(=O)N2CCCCN3[C@H](CO)[C@@H](c4ccc(-c5ccc(F)cc5)cc4)[C@H]3C2)c1 | 10 | -1 | -11 | 1 | 0.6 | -9 | 0.1 | .
CCCOc1ccc(-c2nc(N3CCN(CC)CC3)c3ccccc3n2)cc1 | 4 | 1 | 5 | -11 | . | 40 | 0.2 | -13
C#CCNC(=O)C1=C[C@H](c2ccc(C#C)cc2)C[C@H](OCCCCO)O1 | -8 | 1 | -32 | -35 | . | . | . | .
COCCNC(=O)C1(C)CCCN(C(=O)c2cccc(C(F)(F)F)c2)C1 (configuration not stated) | 4 | -2 | -9 | -4 | . | 8 | -0.1 | -2
O=c1ccc2ccc(O[C@@H]3O[C@H](CO)[C@@H](O)[C@H](O)[C@H]3O)c(O)c2o1 | -5 | . | 0 | -1 | 0.0 | -12 | 0.0 | -4
CCCCCC(=O)NC(=S)Nc1ccc(Br)cc1C | 3 | 3 | 3 | 0 | -2.1 | . | 0.0 | .
Cc1cc(Br)ccc1OCC(=O)N(Cc1nc(-c2ccccc2)no1)C(C)C | 2 | -7 | -3 | -6 | . | 6 | . | -2
N#C/C(=C\c1cn(CCOc2ccccc2F)c2ccccc12)C(=O)NCc1cccs1 | -3 | -4 | -8 | -4 | -0.1 | . | 0.3 | .
C[C@H](CO)N1C[C@H](C)[C@@H](CN(C)C(=O)Nc2ccc(C(F)(F)F)cc2)OCCCC[C@H](C)Oc2ccc(NS(=O)(=O)c3ccccc3)cc2C1=O | -3 | -5 | -55 | -8 | 0.1 | 0 | 0.0 | 3
Cc1ccc(C(=O)N/C(=C/c2ccco2)C(=O)N2CCOCC2)cc1 | 3 | -3 | -32 | -1 | 8.2 | 4 | 0.0 | -6
CC(C)NC(=O)N(C)C[C@H]1OCCCC[C@@H](C)Oc2ccc(NC(=O)Nc3ccc(F)cc3)cc2C(=O)N([C@H](C)CO)C[C@@H]1C | 2 | -2 | -16 | 6 | 1.0 | -5 | -0.1 | -6
O=C1CCC(=O)N1OCCOc1ccc(Cl)c2ccccc12 | -3 | 9 | -4 | 5 | ? | 2 | 0.5 | 1
Cc1cc(C)c(C)c(S(=O)(=O)N2CCCN(C)CC2)c1C | 1 | 0 | -13 | -3 | 0.1 | -5 | 0.0 | -5
COCC(=O)Nc1ccc2c(c1)C(=O)N(C)C[C@@H](OC)[C@H](C)CN(Cc1ccncc1)[C@@H](C)CO2 | -1 | -2 | -4 | 6 | 0.0 | -4 | 0.1 | -3
C[C@@H]1CN([C@H](C)CO)C(=O)c2cccc(NC(=O)c3ccncc3)c2O[C@@H]1CN(C)S(=O)(=O)c1cccs1 | 1 | 0 | -5 | -4 | -8.2 | -6 | -0.1 | -2
CCN(CC)CC(C)(C)C(=O)/C=C/c1ccc(/C=C/C(=O)C(C)(C)CN(CC)CC)cc1 | 2 | 2 | 35 | -2 | -0.1 | . | 1.2 | .
COc1ccccc1C(=O)NC(CCSC)C(=O)NNC(=O)c1csc(N2CCOCC2)n1 (configuration not stated) | 2 | -1 | 1 | 1 | -0.9 | 3 | -0.1 | -7
CC(C)(O)c1[nH]c2ccc(C(F)(F)F)cc2c1C(C)(C)O | 0 | 0 | -25 | -6 | -0.2 | 0 | 0.0 | 6
Following part:
SMILES | ERp5 inh | ERAP1 inh | RAD52 anneal inh | S100A4 inh HTS | E-sel inducer | RAD54 inh | XiGFP reactiv | esBAF inh
Cc1ccc(S(=O)(=O)Cn2nnnc2C(C(C)C)N2CCSCC2)cc1 (configuration not stated) | 1 | -9 | -91 | -13 | . | 0 | . | 2
COC(=O)C1=C(C)N(Cc2cccc(C(F)(F)F)c2)C(=NCc2ccc(OC)cc2)NC1c1ccccc1 (configuration not stated) | 2 | 1 | -12 | -4 | 0.5 | . | -0.1 | .
Cc1ccccc1-c1ccc([C@@H]2[C@@H](CO)N3C(=O)CN(C(=O)Nc4cccc(F)c4)C[C@H]23)cc1 | 3 | . | -16 | . | 0.2 | . | 0.0 | .
COc1nc(=O)n(C2OC(CO)C(O)C2O)cc1C (configuration not stated) | 0 | 1 | -1 | 6 | 0.0 | . | 0.0 | .
Cc1cccc(-c2nc(CC(=O)Nc3cccc(S(=O)(=O)NC4=NCCC4)c3)cs2)c1 | 3 | 0 | -27 | -7 | 0.0 | 0 | -0.6 | 7
C[C@@H]1CN([C@H](C)CO)C(=O)c2cc(/C=C/c3ccccc3)cnc2O[C@H]1CN(C)Cc1ccccc1 | 9 | 3 | 37 | -10 | -0.3 | 3 | -0.2 | -3
C[C@@H]1CN([C@H](C)CO)S(=O)(=O)c2ccc(/C=C/c3ccccc3)cc2O[C@@H]1CN(C)CC1CC1 | 4 | 0 | 20 | 0 | -0.5 | -6 | -0.5 | 0
C[C@H](O)C#Cc1ccc2c(c1)O[C@@H](CN(C)C(=O)Nc1ccccc1)[C@@H](C)CN([C@@H](C)CO)S2(=O)=O | 13 | 1 | -10 | 2 | 0.0 | 6 | -0.2 | -2
O=C(CN1CCCCC1)Nc1ccc(C(F)(F)F)cc1Cl | 3 | -2 | -8 | 3 | 0.2 | -8 | 0.1 | 9
O=C(NCc1ccc(Cl)cc1)C1CCC(CNc2c(N3CCCC3)c(=O)c2=O)CC1 (configuration not stated) | 5 | . | -9 | -4 | -1.0 | 7 | 0.1 | .
COc1ccc2oc(=O)c(/C(C)=N/Nc3nc(-c4cc(C)ccc4C)cs3)cc2c1 | -6 | -3 | -14 | 2 | . | . | -0.1 | .
O=C(NCCCN1CCCC1=O)[C@H](CSCc1ccccc1)N1Cc2ccccc2C1=O | 4 | -3 | -9 | 8 | 2.3 | 4 | 0.0 | .
CC(C)NC(=O)Nc1ccc2c(c1)CC(=O)N([C@H](C)CO)C[C@@H](C)[C@H](CN(C)Cc1ccc(-c3ccccc3)cc1)O2 | 3 | -2 | -8 | -7 | . | -29 | -1.3 | 1
C[C@@H]1CN([C@@H](C)CO)C(=O)c2cc(C3=CCCC3)cnc2O[C@@H]1CN(C)C(=O)Nc1cccc(F)c1 | 3 | -4 | -5 | -10 | -0.2 | -1 | 0.4 | 10
CC1CCCN(CCCNC(=O)CN2C(=O)COc3ccc(S(=O)(=O)N4CCOCC4)cc32)C1 (configuration not stated) | 2 | 0 | -12 | -3 | . | 10 | 0.0 | -6
O=C(c1ccc(Cl)cc1)n1cnc2ccccc21 | 1 | -2 | -29 | -2 | -0.9 | 0 | 0.0 | -12
CC(CNC(=O)C(C)(C)C)NC(=O)C(C)(C)C (configuration not stated) | -15 | 1 | -1 | 0 | . | 3 | -0.1 | 7
COc1ccc(/C=C(\NC(=O)c2cccs2)C(=O)NC(C)(C)C)cc1OC | 3 | 2 | -22 | -2 | -1.7 | -5 | -0.1 | 6
CO[C@@H]1CN(C)C(=O)c2ccc(NC(=O)Nc3cc(F)ccc3F)cc2OC[C@H](C)N(C(=O)c2ccccn2)C[C@H]1C | 0 | -1 | -2 | -42 | -0.3 | 4 | 0.4 | 1
CCc1ccc(N2CC(C(=O)Nc3ccc4c(c3)OCCO4)CC2=O)cc1 (configuration not stated) | 3 | -5 | -2 | -21 | -0.3 | -4 | 0.0 | -17
CN(C)C(=O)c1ccc(-c2ccc([C@@H]3[C@@H](CO)N4CCCCN(Cc5cncnc5)C[C@@H]34)cc2)cc1 | 0 | -4 | -16 | -7 | -0.4 | 5 | 0.3 | .
O=C(O)c1ccccc1CSc1nc2ccccc2s1 | 4 | -1 | -12 | 0 | 0.4 | 7 | 0.0 | 38
O=C(COC(=O)c1n[nH]c2ccccc12)Nc1ccccc1 | 5 | 1 | -2 | 2 | 1.6 | . | 0.0 | .
CSCCC(NC(=O)COc1ccccc1)C(=O)Nc1ccc(C)cc1 (configuration not stated) | . | . | . | . | 0.0 | 5 | 0.4 | -10
CC(=O)Nc1ccc(N2CCN(c3ccc(C(F)(F)F)cn3)CC2)nc1 | 4 | . | -13 | -5 | -0.1 | -12 | 0.1 | 15
New compounds follow.
SMILES | ERp5 inh | ERAP1 inh | RAD52 anneal inh | S100A4 inh HTS | E-sel inducer | RAD54 inh | XiGFP reactiv | esBAF inh
CCC1CCCCN1CC(=O)Nc1cc(C)nn1-c1nc(C)cc(C)n1 (configuration not stated) | -6 | 2 | 4 | -1 | . | . | . | .
COC(=O)[C@@]1(Cc2ccc(OC)cc2)[C@H]2c3cc(C(=O)N4CCCC4)n(Cc4c(CO)[nH]cc(C)c4=O)c3C[C@H]2CN1C(=O)c1ccccc1 | 1 | 1 | -16 | 2 | 0.1 | . | 0.1 | .
Cc1ccc(OC(=O)c2oc3ccc(F)cc3c2C)c(C)c1 | 3 | 6 | 1 | 1 | . | 4 | . | 15
Nc1n[nH]c(C2CC2)c1N=Nc1ccc(Cl)c(Cl)c1 | -1 | 1 | -6 | -3 | 0.6 | -8 | 0.0 | .
COc1cc(N)c(Cl)cc1C(=O)OCC(=O)NCC1CCCO1 (configuration not stated) | 2 | -1 | -5 | -8 | . | 4 | -0.1 | 0
COc1ccc(CCNC(=O)C2CCN(C(=O)c3cccc(Cl)c3)CC2)cc1OC | 3 | 1 | -8 | -5 | . | -6 | 0.0 | -5
Cc1ccc(NC(=O)c2ncn(CCCN(C)CCc3ccccn3)n2)cc1C | -2 | 17 | -1 | -2 | -0.4 | -2 | 0.1 | -4

High-throughput results as filed in PubChem.
